Bioassay records as filed in PubChem BioAssay.
Vif imaging: HIV Vif self-association inhibitors, primary screen, imaging, HEK293T, single point; HEK293T cells, Vif self-association by quenched fluorescence, 24 h; inhibition, % at 7.49 µM; 0.35% of 340,000 active; AID 602346, 2012; in the data active means inhibition above about 50%, passing the limit was not always enough; inconclusive means no clear call, values can overlap the other calls; inactive means below about 31%; further: some results filed as inactive read as strong as hits
H9c2 protect: cardioprotection against H2O2-induced cell death, primary screen, uHTS, H9c2 cells, ATPLite luminescence. H9c2 cardiomyocytes, H2O2 injury protection, 2 h. protection from H2O2 cell death, % at 20 µM. 0.63% of 360,000 active. AID 588492, 2011;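 active means compounds giving at least 50% protection of heart cells from peroxide-induced death in the single-dose screen, raw or plate-pattern-corrected value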;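 further: 0% = DMSO wells with peroxide and 100% = DMSO wells without peroxide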
PDI inh: inhibitors of human PDI, primary screen, biochemical, turbidity, single point, plate reader | Protein disulfide-isomerase (Homo sapiens), P07237 | PDI insulin aggregation turbidity, A650, 90 min | inhibition, % at 10 µM | 0.052% of 350,000 active;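 active means mean inhibition across replicates of 30% or more, whatever share of single replicates reach that level; inconclusive means mean inhibition below 30% while every single replicate reaches 30%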;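 further: absorbance from insulin aggregation driven by PDI reduction with DTT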
Target sequence (P07237 whole entry, looked up): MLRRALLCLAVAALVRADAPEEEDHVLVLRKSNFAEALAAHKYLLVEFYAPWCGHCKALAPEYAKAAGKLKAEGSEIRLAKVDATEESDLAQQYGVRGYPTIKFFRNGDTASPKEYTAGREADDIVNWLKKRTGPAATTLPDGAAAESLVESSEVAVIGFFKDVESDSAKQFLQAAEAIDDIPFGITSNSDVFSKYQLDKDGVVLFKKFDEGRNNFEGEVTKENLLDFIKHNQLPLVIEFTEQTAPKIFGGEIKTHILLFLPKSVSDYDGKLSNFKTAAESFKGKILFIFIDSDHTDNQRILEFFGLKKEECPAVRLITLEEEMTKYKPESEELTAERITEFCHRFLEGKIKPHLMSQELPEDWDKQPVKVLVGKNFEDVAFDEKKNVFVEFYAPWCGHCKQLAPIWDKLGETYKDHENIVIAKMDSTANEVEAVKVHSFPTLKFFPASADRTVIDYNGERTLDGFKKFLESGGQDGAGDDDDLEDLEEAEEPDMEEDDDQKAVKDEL
aDG glyco up: activators of alpha-DG glycosylation, primary screen, uHTS, Pro5-aDG cells, AlphaScreen | AID 624168, 2012 | alpha-DG glycosylation AlphaScreen (IIH6); 0% Pro5, 100% B10-LARGE cell signal | activation, % at 10 µM | 0.22% of 360,000 active;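 active means activation of at least 8% versus controls, or a plate z-score of at least 8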;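 further: Pro5 are CHO cells carrying HIG-tagged alpha-DG that lacks glycosylation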
N-glyco inh: increase of ERlucT glycosylation luciferase signal, primary screen, N-linked glycosylation inhibitor project, D54 ERlucT cells, luminescence, set 2. D54 ERlucT glycosylation luciferase reporter, 24 h; percent of 100 nM tunicamycin response. reporter increase, % at 12.5 µM. 0.23% of 360,000 active. AID 588692, 2011;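 active means mean luciferase reporter signal, scaled so untreated is 0 and the glycosylation-blocking control 100, at or above a set limit in every replicate; inconclusive means mean reaches the limit but not every replicate does; inactive means mean below the limit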;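 further: luciferase carries N-glycosylation sites so blocking glycosylation raises the light; 0% = median of neutral control wells and 100% = median of 100 nM tunicamycin wells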
Exocytosis inh: LAMP-1 surface exposure blockers, TALL-104 cells – cell-based, flow cytometry, MLPCN library, primary screen | TALL-104 LAMP-1 surface exposure; cells stimulated with thapsigargin and PMA | AID 651702, 2012 | 0.66% of 360,000 active | inhibition, % at 10 µM;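 active means inhibition above about 55%, limit read from the data; inconclusive means no clear call, values can overlap the other calls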
hiPSC survival: enhancers of single-cell hiPSC survival, primary screen, ATPlite luminescence; 0.044% of 360,000 active; 100% = ROCK inhibitor wells, 0% = DMSO; survival enhancement, % at 20 µM; AID 602274, 2012; in the data active means survival enhancement above about 18%;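 further: cells exposed to compounds for 16 hours before the ATP read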
CaV13 FRET inh: Primary screen for inhibitors of IQ motif and Ca2+-dependent inactivation inhibitor domain binding in CACNA1D, Förster resonance energy transfer in living cells, … | HEK cells, CFP/YFP FRET ICDI-IQ, plate reader, 10 min; percent FRET-ratio fall versus neutral wells | inhibition, % at 12.3 µM | 0.098% of 340,000 active;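 active means mean replicate inhibition of at least 30% and at least 1% of replicates passing that level; inconclusive means only one of the two criteria is met; inactive means neither criterion is met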;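 further: 0% = median of the neutral control wells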
m5-HT2A agonist: mouse Htr2a agonists via beta-arrestin recruitment, primary screen, cell-based, luminescence; 5-hydroxytryptamine receptor 2A (Mus musculus), P35363; CHO-K1 mHTR2A beta-arrestin complementation; percent of 30 µM serotonin response; activation, % at 7.6 µM; 0.66% of 360,000 active;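 active means activation above a run cutoff, the mean activation of all tested compounds plus 3 SD, cut at about 14% in these data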;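 further: 0% = plate median of compound wells and 100% = 30 µM serotonin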
Target sequence (P35363 whole entry, looked up): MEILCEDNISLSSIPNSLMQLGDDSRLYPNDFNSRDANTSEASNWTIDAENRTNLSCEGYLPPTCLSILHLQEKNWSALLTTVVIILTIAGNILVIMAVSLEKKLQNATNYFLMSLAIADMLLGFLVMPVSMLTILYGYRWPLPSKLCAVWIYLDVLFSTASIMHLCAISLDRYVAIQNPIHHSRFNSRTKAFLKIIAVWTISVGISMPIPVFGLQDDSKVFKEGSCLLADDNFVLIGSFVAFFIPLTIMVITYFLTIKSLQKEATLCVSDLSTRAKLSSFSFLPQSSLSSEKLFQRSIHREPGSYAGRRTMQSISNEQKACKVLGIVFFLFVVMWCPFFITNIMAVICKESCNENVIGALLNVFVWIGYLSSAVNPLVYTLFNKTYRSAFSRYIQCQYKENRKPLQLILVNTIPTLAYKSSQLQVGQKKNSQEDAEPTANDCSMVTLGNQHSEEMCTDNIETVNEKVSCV
ABCB6 inh 2: ABCB6 transporter inhibitors, primary screen, K562-ABCB6 cells, flow cytometry, MLPCN library; ATP-binding cassette sub-family B member 6 (Homo sapiens), Q9NP58; K562-ABCB6 porphyrin accumulation, 1 h; active compounds read low; fluorescence ratio to DMSO, % at 10 µM; 0.19% of 360,000 active; AID 602162, 2011;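 active means fluorescence ratio to DMSO below 75%, the collection mean minus 3 SD; inconclusive means too few cells collected in the well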;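 further: signal is porphyrin accumulated inside mitochondria; 100% equals median channel fluorescence of DMSO control wells; lower ratio means ABCB6 inhibition with less porphyrin fluorescence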
* marks the source's active call; other numbers are inactive results; ? = inconclusive; . = not tested or not shown. Hits appear at their usual frequency; any-hit rate near 3.1%.

Preview:
SMILES | Vif imaging | H9c2 protect | PDI inh | aDG glyco up | N-glyco inh | Exocytosis inh | hiPSC survival | CaV13 FRET inh | m5-HT2A agonist | ABCB6 inh 2
Cc1cc(NC(=O)C(C)Sc2nc(-c3ccccc3)cc(=O)[nH]2)no1 (stereo not given) | 15 | -1 | 17 | -0.2 | 3 | -41 | 0.1 | -3 | 3 | 95
COc1cc(C(=O)Nc2cc(C(F)(F)F)ccc2Cl)cc(OC)c1OC | 13 | 6 | -5 | 0.4 | 2 | -6 | -0.5 | . | 0 | 106

Main list (from the top)
SMILES | Vif imaging | H9c2 protect | PDI inh | aDG glyco up | N-glyco inh | Exocytosis inh | hiPSC survival | CaV13 FRET inh | m5-HT2A agonist | ABCB6 inh 2
Cc1cc(NC(=O)C(C)Sc2nc(-c3ccccc3)cc(=O)[nH]2)no1 (stereo not given) | 15 | -1 | 17 | -0.2 | 3 | -41 | 0.1 | -3 | 3 | 95
COc1cc(C(=O)Nc2cc(C(F)(F)F)ccc2Cl)cc(OC)c1OC | 13 | 6 | -5 | 0.4 | 2 | -6 | -0.5 | . | 0 | 106
Cc1cc(O)ccc1-c1cc(C(=O)NCc2cc(C(F)(F)F)cc(C(F)(F)F)c2)[nH]n1 | . | -6 | -11 | 0.3 | 1 | 8 | -0.6 | -6 | -3 | 91
Cc1ccc2c(c1)N(Cc1ccccc1)C(=O)C(C)O2 (stereo not given) | -3 | 2 | -1 | 0.0 | 0 | 40 | 0.7 | -4 | 0 | 96
COc1ccc(CCC(=O)OCC(=O)Nc2sccc2C#N)cc1 | -5 | -6 | 13 | -0.2 | 1 | 4 | 0.3 | -7 | 1 | 101
Cc1cc(N2CCCC(C(=O)Nc3ccc4c(c3)CCC4)C2)n2ncnc2n1 (stereo not given) | -16 | -8 | 1 | 0.5 | -1 | -2 | 0.6 | -9 | -1 | 96
CC(=C/c1ccc(C(C)C)cc1)/C=N/NC(=O)Cn1nc(C)cc1C | 0 | -15 | -2 | 0.1 | -2 | 0 | 0.6 | -6 | 3 | 95
Cn1c(-c2ccccn2)[n+](C)c2ccccc21 | ? | 7 | 0 | 0.0 | 2 | -5 | -0.2 | -5 | 1 | 92
CN(Cc1ccccc1)C1CCCN(C(=O)c2ccc(Cl)s2)C1 (stereo not given) | 4 | 1 | -2 | 0.1 | -1 | 2 | -0.1 | -4 | -9 | 98
Nc1ccc2nc(-c3ccccc3)[nH]c2c1 | 8 | 6 | -5 | 0.0 | -1 | 1 | -3.8 | -6 | 15* | 94
CCC(=O)NC(c1ccc(OC)c(OC)c1)c1cc(Cl)c2cccnc2c1O (stereo not given) | 0 | 48 | -6 | -0.3 | -14 | 0 | -0.5 | -5 | -7 | 89
O=C(COC(=O)CCc1nc2ccccc2s1)Nc1ccc(S(=O)(=O)N2CCOCC2)cc1 | -3 | -2 | 3 | -0.2 | 1 | 3 | 0.2 | -4 | 0 | 82
O=C1C(Cl)=C(N2CCOCC2)C(=O)N1c1ccc(Br)cc1 | -6 | 2 | 3 | 0.1 | 1 | 3 | 1.3 | -20 | 3 | 102
CCn1ncc(/C=C/C(=O)c2ccccc2)c1C | -5 | -10 | 0 | 0.3 | -12 | 2 | -1.9 | -5 | -1 | 102
CC(C)S(=O)(=O)C1=NSC2=NC(=O)/C(=C\c3ccc(OC(=O)c4ccco4)cc3)C(=N)N21 | 22 | 13 | 9 | -0.4 | 2 | 2 | -0.5 | -2 | -3 | 101
O=C(CSc1nnc(-c2ccc(F)cc2)n1-c1ccccc1)NCCN1C(=O)CSC1=O | 9 | 2 | -3 | -0.1 | 3 | -6 | -0.9 | -3 | -1 | 96
CC1C(=O)NN=C1C(=O)N/N=C/c1ccco1 (stereo not given) | -4 | 9 | 1 | 0.5 | 0 | 7 | -1.0 | -1 | -1 | 98
COc1cccc(NC(=O)COC(=O)c2c(C)noc2C)c1 | -2 | 2 | 3 | 0.2 | -1 | 0 | 0.2 | -3 | 3 | 106
COc1ccc(/C=C(\NC(=O)c2ccccc2)C(=O)OC[C@@H]2CCC[N+]3(C)CCCCC23)cc1OC (stereo not given in full) | -19 | -1 | 3 | -0.2 | -2 | -2 | 0.6 | 6 | 0 | 98
O=C(Nc1ccccc1C(=O)NCc1ccco1)NC1CCCCC1 | 0 | 4 | 0 | 0.0 | 1 | 2 | 2.3 | . | -2 | 92
COc1cccc(-c2cc(C(=O)N3N=C(C)CC3(O)C(F)F)c3ccccc3n2)c1 (stereo not given) | -11 | -4 | -9 | -0.2 | -1 | 0 | 0.6 | -5 | -2 | 89
OCCNCc1c(OCc2ccc(Cl)cc2)ccc2ccccc12 | -3 | -10 | 8 | 0.0 | 2 | 28 | -0.3 | -4 | -11 | 89
Cc1cc(-c2ccccc2)nc(N(C)NC(=O)c2ccc(Cl)cc2)c1S(C)(=O)=O | 0 | 7 | -5 | 0.3 | -4 | -6 | 0.6 | . | 0 | 111
O=C(Nc1cccc(Cl)c1)Nc1ccc2c(c1)OCO2 | -2 | 0 | -5 | 0.1 | -5 | 3 | -2.7 | -5 | -8 | 92
Cc1noc(C)c1C(=O)Nc1nc(-c2cccs2)cs1 | -13 | 5 | 3 | 0.0 | 2 | 1 | 1.9 | -5 | -24 | 99
SMILES | Vif imaging | H9c2 protect | PDI inh | aDG glyco up | N-glyco inh | Exocytosis inh | hiPSC survival | CaV13 FRET inh | m5-HT2A agonist | ABCB6 inh 2
CCOC(=O)C1CCN(C(=O)Cn2cnc3sc(C)c(S(=O)(=O)N4CCC(C)CC4)c3c2=O)CC1 | -9 | 0 | -6 | 0.2 | -1 | -2 | 0.1 | -2 | -2 | 92
CC1(c2ccc(Cl)c(Cl)c2)NC(=S)N2C1NC(=S)N2c1ccccc1 (stereo not given) | 2 | 7 | 3 | 0.0 | -2 | -1 | 0.3 | -2 | 2 | 88
O=C(CCc1ccccc1)NNC(=O)Cc1ccccc1 | 23 | 5 | 0 | -0.3 | 1 | 2 | 0.4 | 2 | 2 | 98
O=C1CC(C(=O)Nc2ccc(C(=O)O)cc2)C(c2ccccc2)O1 (stereo not given) | -9 | 0 | 10 | 0.0 | 3 | -4 | -0.8 | -5 | 11 | 100
COC(=O)c1sccc1NC(=S)N(C)C1CCCCC1 | 24 | 3 | 3 | 0.1 | 1 | -4 | -0.3 | -6 | -3 | 90
NC(Cc1ccc(C(F)(F)F)cc1)c1csc(NC(=O)NCCc2ccccc2)n1 (stereo not given) | 6 | -13 | 15 | -0.5 | -15 | 3 | -2.4 | -5 | 3 | 93
CSS(=O)(=O)c1cccc2cccnc12 | 2 | 20 | -1 | -0.1 | 1 | 3 | -0.4 | -5 | 2 | 101
NC(=O)CC(NC(=O)c1ccccc1)c1ccc(N2CCCCCC2)c([N+](=O)[O-])c1 (stereo not given) | -8 | -19 | -9 | 0.6 | 7 | -4 | -0.1 | -10 | 0 | 96
Cc1cc(C)cc(NC(=O)c2ccccc2CC[N+](=O)[O-])c1 | 7 | 1 | 8 | 0.3 | -3 | 1 | 0.7 | 2 | -1 | 89
Cc1cc(C)c(OCC(=O)NCC(C)(C)N2CCOCC2)c(C)c1 | . | 2 | 7 | -0.1 | -3 | 3 | 0.9 | -6 | -8 | 96
COc1ccc(C(=O)Nc2cc(C(=O)c3ccccc3)c(C)oc2=O)cc1 | -4 | 14 | -2 | -0.1 | 2 | 45 | 2.8 | -7 | -2 | 100
Cc1ccc2c(c1)c1c3n2CCN(CC#N)C3CCC1 (stereo not given) | 5 | 2 | -3 | 0.1 | -1 | -5 | 0.4 | -5 | -6 | 102
CCNC(=O)C1CCCN(C(=O)Cc2ccc3ccccc3c2)CC1 (stereo not given) | -1 | 0 | -4 | -0.1 | 1 | 4 | -0.2 | -9 | 3 | 99
COc1ccc(S(=O)(=O)N2CCN(C(=O)CCCN3C(=O)NC4(CCCC4)C3=O)CC2)cc1 | . | 2 | -1 | 0.0 | 0 | 4 | -0.3 | -14 | -1 | 94
O=C(Oc1ccccc1Cl)c1ccc2c(=O)n3c(nc2c1)CCC3 | 1 | 2 | 15 | 0.4 | 2 | -8 | 0.1 | -5 | 0 | 93
CCOC(=O)c1nc(NCc2ccccc2)sc1C | -7 | -2 | -5 | 0.1 | -1 | -17 | -0.5 | -3 | -2 | 98
Cn1cc(C(=O)NC2CCCCC2)c(=O)c2cc(S(=O)(=O)N3CCOCC3)ccc21 | -5 | 2 | 0 | 0.1 | 2 | -8 | 0.7 | -2 | 12 | 104
O=C(O)c1cc(-c2ccc(N3CCOCC3)cc2)nn1-c1ccccc1Cl | 3 | -6 | 0 | 0.0 | 0 | -3 | 2.5 | -7 | -3 | 92
Cc1ccccc1NC(=O)Cc1nc(COC(=O)c2cc(Cl)ccc2O)cs1 | 10 | -11 | 2 | 0.4 | 1 | 3 | 0.6 | -12 | 7 | 99
O=C(N[C@@H]1c2ccccc2CC[C@@H]1OCc1ccccc1)c1ccc(-c2ccccc2)cc1 | -2 | -14 | -34 | 0.9 | -8 | 0 | 4.6 | -6 | -3 | 94
O=C(Cc1cccc2ccccc12)Nc1nnc(-c2cccc([N+](=O)[O-])c2)s1 | -8 | 2 | . | 0.1 | -2 | 8 | -0.1 | -3 | 4 | 98
CCN(CC)CCNC(=S)Nc1ccc2nc(N3CCOCC3)cc(C)c2c1 | 11 | 5 | 8 | 0.1 | -2 | 13 | 0.4 | -4 | -8 | 101
CCC(=O)c1cc2c(cc1NC(=O)c1ccc(C)cc1)OCCO2 | 8 | -6 | -1 | 1.6 | 2 | -1 | -0.8 | -9 | -4 | 94
COc1ccc(NC(=O)C(NS(=O)(=O)c2ccc3c(c2)CCCN3C(C)=O)C(C)C)c(OC)c1 (stereo not given) | 7 | -4 | 4 | 0.4 | 1 | -1 | -0.1 | -4 | 6 | 104
CC1(c2ccc3ccccc3c2)NC(=O)N(CC(=O)O)C1=O (stereo not given) | -4 | -1 | -2 | 0.1 | 1 | -19 | -0.9 | -4 | -1 | 105
CCOc1ccc(NC(=O)NCc2ccco2)cc1 | -4 | 0 | -3 | -0.2 | 2 | 8 | 1.8 | -1 | 0 | 104
CCCn1nnnc1SCC(=O)N1C(C)CCCC1C (stereo not given) | 19 | 2 | -9 | -0.1 | -1 | -3 | -0.8 | -4 | -1 | 89
Cn1c(=O)c(C(=O)CN2CCCCC2)c(N)n(Cc2ccccc2)c1=O | -13 | -3 | -5 | 0.2 | -2 | 2 | -0.3 | -5 | 1 | 93
O=C(COc1ccc2oc3c(c2c1)CCCC3)Nc1ccccn1 | 6 | -8 | -3 | -0.2 | -6 | 2 | -0.8 | -5 | -1 | 98
